ALOX12 inhib: inhibitors of human 12-lipoxygenase (ALOX12). purified 12-hLO, xylenol orange hydroperoxide absorbance. hit rate 0.12% among 150,000. AID 1452. Potency, µM (series often up to 57.1 µM), for the others: at the top dose activity change, negative = inhibition, actives largely listed as inhibitors; note: potency is the fitted concentration of half-maximal effect; nearly all actives have a fitted effect of over 55% in size; many of its hits are not listed in these tables
Target sequence (P18054 whole entry, looked up): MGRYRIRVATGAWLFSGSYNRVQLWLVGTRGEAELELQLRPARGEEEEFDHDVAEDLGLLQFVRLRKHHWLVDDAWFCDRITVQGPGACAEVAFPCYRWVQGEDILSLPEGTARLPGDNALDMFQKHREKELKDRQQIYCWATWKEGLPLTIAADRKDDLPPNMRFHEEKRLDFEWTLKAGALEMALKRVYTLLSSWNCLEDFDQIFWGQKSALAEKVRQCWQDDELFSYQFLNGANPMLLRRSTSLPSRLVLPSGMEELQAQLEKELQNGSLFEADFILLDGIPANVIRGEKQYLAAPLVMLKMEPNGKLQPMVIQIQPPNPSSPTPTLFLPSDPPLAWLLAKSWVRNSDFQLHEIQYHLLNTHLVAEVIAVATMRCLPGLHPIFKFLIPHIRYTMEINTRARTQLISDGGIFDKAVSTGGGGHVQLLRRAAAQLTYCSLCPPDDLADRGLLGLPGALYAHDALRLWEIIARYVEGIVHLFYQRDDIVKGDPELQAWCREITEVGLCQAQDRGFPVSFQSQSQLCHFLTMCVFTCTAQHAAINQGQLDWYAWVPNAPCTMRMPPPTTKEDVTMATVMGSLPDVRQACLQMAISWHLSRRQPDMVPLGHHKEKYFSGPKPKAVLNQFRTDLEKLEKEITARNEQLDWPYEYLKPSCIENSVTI
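Lipoxygenase turnover measured by absorbance at 573 and 405 nm after Fe-XO development. Human 12hLO 150 nM, arachidonate 40 uM, pH 7.0 Hepes buffer with detergent; 15 min compound preincubation, 30 min reaction.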
ALOX15B inhib: blocks human 15-lipoxygenase 2 activity | Potency, µM (titrated, usually from 57.1 µM), inactives show at the top dose activity change, negative = inhibition, actives largely listed as inhibitors | O15296 | AID 881 | purified 15hLO-2, xylenol orange hydroperoxide absorbance | hit rate 0.56% among 110,000; note: potency is the fitted concentration of half-maximal effect; nearly all actives have a fitted effect of over 60% in size; many of its hits are not listed in these tables
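Purified human 15hLO-2 (50 nM final) preincubated with compounds 15 min at room temperature in 25 mM Hepes pH 7.5, 0.01% Triton X-100, then 45 uM arachidonic acid added for 90 min; hydroperoxide detected via ferrous/xylenol orange, 573/405 nm absorbance ratio.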
PNC inhibitor: perinucleolar compartment assembly inhibition | PC3M PTB-GFP, PNC prevalence imaging, 16 h; stronger effect = lower value | hit rate 3.1% among 140,000 | activity change (PNC), negative = inhibition, % at 10 µM;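 active = readout at or below -70, meaning at least 70% loss of cells showing the perinucleolar compartment, a nuclear body marking cancer cells; inconclusive = readout between -30 and a set limit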;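 note: plate controls were DMSO wells for no effect and camptothecin positive control wells for full effect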
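Read-out is percentage of cells bearing a perinucleolar compartment, from automated 20x imaging of fixed, Hoechst-stained PC3M PTB-GFP cells. Cells were seeded 4 h, then exposed 16 h to compound (23 nl of library stock) in duplicate plates.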
IMPase inh: IMPase inhibition in cells; inhibition (IP1 accumulation), % at 46.1 µM; P97697; CHO-M1 cells, IP1 accumulation, HTRF TR-FRET ratio; 120,000 tested, under 10 active; AID 901; active = well fitted curve in the direction sought with a large enough effect in the signal ratio, not every such curve was filed as active; inconclusive = small, poorly fitted or top-dose-only effect, or a change in a side signal; inactive = no such curve, though single readings can be large or run the other way; the % refers to the signal ratio;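 note: cells stimulated with carbachol in lithium chloride buffer; plate controls were DMSO basal wells for no effect and reference inhibitor wells for full effect; higher means more IMPase inhibition seen as more IP1 and lower FRET ratio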
Target sequence (P97697 whole entry, looked up): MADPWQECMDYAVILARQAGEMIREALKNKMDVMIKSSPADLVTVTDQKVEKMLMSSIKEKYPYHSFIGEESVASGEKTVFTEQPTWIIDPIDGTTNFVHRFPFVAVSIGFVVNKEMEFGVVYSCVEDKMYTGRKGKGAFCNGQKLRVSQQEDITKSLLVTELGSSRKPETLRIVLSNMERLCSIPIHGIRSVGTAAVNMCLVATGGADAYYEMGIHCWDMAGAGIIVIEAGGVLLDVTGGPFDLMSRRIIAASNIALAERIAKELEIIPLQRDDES
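Cellular IMPase inhibition is scored as a rise in cytosolic IP1, detected by competitive TR-FRET between d2-labelled IP1 and a europium anti-IP1 antibody. M1-expressing CHO cells were stimulated with carbachol for 30 min at 37C, with lithium (50 mM LiCl) present in the buffer.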
The depositor's hits bear a star; ? = inconclusive; · = no result given; [ ] = another dose, or the depositor's remark. Unless noted, calls come from the whole dose curve; as a rule, active = well fitted curve in the direction sought with a large enough effect; inconclusive = small, poorly fitted or top-dose-only effect, or another doubt; inactive = no such curve, though single readings can be large; an effect the other way counts as inactive or inconclusive. Unless noted, % is set by controls: 0 for no effect and ±100 for the full control effect.

SMILES	ALOX12 inhib	ALOX15B inhib	PNC inhibitor	IMPase inh
Cc1ccc(C(C)C)c(OCC(=O)Nc2ccc3c(c2)nc(CN2CCCC2)n3C)c1	4%	30%[activator]	27	8
C1CCC2OC2C1 (configuration not stated)	5%	-4%	·	·
CCN(CC)c1ccc2cc(C(=O)Nc3ccc(-n4cnnn4)c(OC)c3)c(=O)oc2c1	-2%	-11%	25	11
COC(=O)c1[nH]c2ccc(C)cc2c1NC(=O)C(C)N1CCN(C2CCCCC2)CC1 (configuration not stated)	0%	19%	39	-1
COc1ccc(-c2csc(NC(=O)CSc3ccc(Br)cc3)n2)c(OC)c1	1%	·	?	-2
COC(=O)C(CCSC)NC(=O)c1cc2c(n(-c3ccccc3)c1=O)CC(C)(C)CC2=O (configuration not stated)	0%	·	18	4
CCOC(=O)c1ccc(N2CCN(c3ccccc3F)CC2)c(NC(=O)Nc2cccc(OC)c2)c1	0%	·	?	·
CC(C)OCCCNC(=O)c1ccncc1	1%	2%	35	-5
Clc1ccc(OCCCc2nc(-c3ccncc3)no2)c(Cl)c1	-15%	23%	4	5
CC/C(=N\O)c1c(O)c2c(n(-c3ccccc3)c1=O)CCCC2	-3%	·	-13	·
O=C(COC(=O)c1ccc(Cl)cc1O)Nc1cccnc1Cl	3%	·	-28	-8
Cc1ccc(NC(CNS(=O)(=O)c2ccc(Cl)cc2)c2ccccc2)cc1 (configuration not stated)	-14%	-20%	7	1
O=C(O/N=C(\c1ccccc1)c1ccccn1)c1cccc2ccccc12	-1%	·	26	·
COc1ccc(Br)cc1C1CC(=O)N2CN(Cc3ccccc3)CSC2=C1C#N (configuration not stated)	-30%	?	31	1
CO/N=C1\CN(c2nc3c(cc2F)c(=O)c(C(=O)O)cn3C2CC2)CC1CN (configuration not stated)	4%	0%	·	·
Cc1ccccc1NC(=S)NC1(C)CCS(=O)(=O)C1 (configuration not stated)	0%	·	-25	·
CC1CCc2cc(F)ccc2N1C(=O)CSc1nnc2c(n1)[nH]c1ccccc12 (configuration not stated)	-3%	·	44	·
COc1ccc(Cl)cc1N1CC(c2nc3ccccc3[nH]2)CC1=O (configuration not stated)	0%	·	?	-4
O=S(=O)(c1ccc(OCC(O)CN2CCC(Cc3ccccc3)CC2)cc1)N1CCOCC1 (configuration not stated)	0%	25%	20	12
COc1cc(OC)nc(Oc2ccccc2C(=O)Oc2ccc(Cl)cc2)n1	1%	-6%	0	5
S=C(NCc1cccs1)Nc1ccc(Cl)cc1	-20%	-14%	30	6
CCOc1ccc(C(=O)NCc2cccs2)cc1	-4%	-1%	35	-4
COc1ccc(-c2ccc(/C=C3/C(=N)N4C(C)=CSC4=NC3=O)o2)c([N+](=O)[O-])c1	-1%	·	30	·
Cc1nc2c(nnn2Cc2ccccc2)c(=O)n1-c1ccccc1	2%	-3%	-11	-1
CCOC(=O)C(C)NC(=O)C(NC(=O)C1CCC(CC)CC1)C(C)C (configuration not stated)	-5%	6%	8	2
CCOC(=O)c1cccc(NC(=O)CCc2c(C)nc3ncnn3c2C)c1	-5%	7%	26	4
Cc1cc(C)c2c(CN3CCN(CCO)CC3)cc(=O)oc2c1	6%	25%	87	4
Cc1nc2sc3c(NCc4ccco4)ncnc3c2c2c1COC(C)(C)C2	-4%	·	?	8
CC(=O)c1ccc(OCC(O)CN2CCCC(C)C2)cc1 (configuration not stated)	-2%	7%	19	0
CCOCCCn1cnc2c(c1=O)c1nc3ccccc3nc1n2-c1ccccc1	-3%	0%	-17	1
Nc1nnc(SCc2coc(-c3ccc(Cl)cc3)n2)s1	2%	-3%	19	8
COc1ccccc1N1CCN(/N=C/c2cc(OC)c(O)c(OC)c2)CC1	-19%	·	31	·
Cc1ccc2c(c1)OC(=O)CC2c1ccccc1 (configuration not stated)	-1%	-4%	9	2
CCOC(=O)Cc1c(C)nc2c(-c3ccccc3)c(C)[nH]n2c1=O	4%	-6%	41	0
O=C(NCc1cccs1)C1CCC(CNS(=O)(=O)c2cccc3nsnc23)CC1 (configuration not stated)	-5%	1%	?	1
C=CCC(Nc1ccccc1)C12C=CC(O1)C(C(=O)OC)=C2C(=O)OC (configuration not stated)	3%	·	?	7
COc1ccc(CNC(=O)CCSCc2cccc(Cl)c2)c(OC)c1	-10%	·	-24	?
Cc1cccc(CNc2nc(-c3ccc(C(=O)N(C)C)cc3)nc3ccccc23)c1	-1%	11%	·	·
O=C(Oc1ccc(-c2nnco2)cc1)N1CCOCC1	1%	·	34	-11
Cc1noc(C)c1C(=O)N1CCC2(CC1)CCN(c1cccc(-c3ccccc3)c1)CC2	0%	3%	·	·
Cc1cccc(C)c1OCC(=O)NNC(=O)Nc1ccc(Cl)cc1	-5%	-7%	40	-3
CC(C)(C)NC(=O)CSc1nnnn1C(C)(C)C	1%	3%	?	-4
COc1ccc(Cl)cc1N1CCN(CCNC(=O)Nc2ccccc2C)CC1	-1%	45%[activator]	22	-4
Cc1cccc(NC(=O)CSc2nc(COc3ccccc3)nc3ccccc23)c1C	0%	-24%	14	-5
COc1ccc(OCC(=O)Nc2cccc(C(=O)Nc3ccccc3C(=O)O)c2)cc1	-2%	·	?	·
O=C(CSc1nnc(SCc2cccc3ccccc23)s1)N/N=C/c1c[nH]c2ccccc12	-4%	·	9	-1
CCCCCn1c(=O)c(C(=O)OCC)c(O)c2ccccc21	-10%	1%	19	12
CCCCN(CCCNC(=O)C1CCCN(S(=O)(=O)CC)C1)Cc1ccccc1 (configuration not stated)	-5%	1%	-20	-10
CC(C)Oc1ccc(N2CC(C(=O)OCC(=O)NCc3ccccc3)CC2=O)cc1 (configuration not stated)	10%	-4%	36	-5
CCOc1ccc(C2C(C(=O)OC)=CN(CCOC)C=C2C(=O)OC)cc1	2%	5%	51	2

(more compounds)
SMILES	ALOX12 inhib	ALOX15B inhib	PNC inhibitor	IMPase inh
Cc1ccc(Nc2nc(C)cc(C)c2C(N)=O)cc1	5%	0%	19	-2
Cc1oc2cc(O)cc(O)c2c(=O)c1-c1ccc2c(c1)OCCCO2	?	-1%	7	0
Cc1cc(C)c2c(CC(=O)NCc3ccco3)coc2c1	2%	-6%	-4	1
CCOC(=O)c1[nH]c(C)c(C(=O)Nc2ccc(C)c(C)c2)c1C	-6%	2%	21	3
CCOC(=O)c1ccc(NC(=S)N2CCC(O)CC2)cc1	-1%	·	27	·
COc1nc(N(C#N)CC(N)=O)nc(N2CCCC2)n1	-7%	5%	?	0
O=C(c1ccccc1)c1cncc(Br)c1	0%	0%	-14	-4
CCCCN(C)C(=O)Cc1c(OC)ccc2cc(Br)ccc12	-6%	·	12	·
FC(F)(F)c1ccc(C2[C@H]3CN(CC4CCCCC4)[C@H](c4ccccc4)C34CC2(c2cccnc2)C4)cc1 (some centres not stated)	1%	37%[activator]	·	·
O=C(N1CCN(Cc2ccc3c(c2)OCO3)CC1)C12CC3CC(CC(C3)C1)C2	-3%	14%	-13	7
Cc1ccc(C(=O)O[C@@H](C(=O)O)[C@@H](OC(=O)c2ccc(C)cc2)C(=O)O)cc1 (tested in a mixture with another compound)	3%	-5%	·	6
O=C(CCN1CCN(c2ccccc2)CC1)Nc1ccccc1F	2%	3%	-28	-4
Cc1ccc(NC(=O)C2C3CCCC2C3c2ccccc2)cc1C (configuration not stated)	10%	2%	51	10
O=C(NCCN1CCN(c2cccc(Cl)c2)CC1)C1CCCN(S(=O)(=O)c2cnc[nH]2)C1 (configuration not stated)	-8%	16%	2	13
CCCn1c(SCc2nc3sc(C)c(C)c3c(=O)[nH]2)nc2ccccc2c1=O	-7%	-11%	19	4
CC(C)(C)c1cn(-c2ccccc2)c(=S)[nH]1	-4%	-12%	21	-2
CC(=O)c1cccc(NC(=O)c2ccc(S(=O)(=O)N3CCCCC3)cc2)c1	-8%	-1%	6	0
Brc1ccc(C2=Nn3c(nnc3-c3n[nH]c4c3CCC4)SC2)cc1	-24%	16%	?	13
CC(Oc1ccc2oc(-c3ccccc3)c(C(=O)O)c2c1)C(=O)O (configuration not stated)	14%	4%	13	-23
CCCC(=O)Nc1cc(Cl)ccc1N1CCN(C(=O)CC)CC1	5%	0%	?	16
C[n+]1cc(-c2ccccc2)n2c1CCCCC2	-6%	-17%	36	6
Cc1cccn2cc(CNC(=O)C3CCCCC3)nc12	3%	·	-100*	6
N=c1ncn(Cc2ccccc2)c2nc(SCCOc3ccccc3)[nH]c12	-4%	·	2	7
CC(C)N1C(=O)CCC1C(=O)N1CCCc2ccccc21 (configuration not stated)	-9%	6%	-11	5
CCOc1ccc(OCC(=O)c2c(O)c3ccccc3oc2=O)cc1	-13%	?	6	0
Cc1ccc(/C=C2\SC(=S)N(CCC(=O)NNS(=O)(=O)c3ccc(C)cc3)C2=O)cc1	-12%	·	-16	11
COCCn1c(-c2ccccc2)nc(=S)c2c1CC(C)(C)OC2	-3%	-7%	?	-5
CN=C(NC#N)NCCSCc1nc[nH]c1C	1%[0.00818 µM]	-1%[0.0915 µM]	-28	6
O=C(COC(=O)c1ccccn1)c1ccc(Br)cc1	-5%	6%	?	0
O=C(Nc1ccc(F)cc1)C(c1ccccc1)N1CCN(S(=O)(=O)c2ccc3ccccc3c2)CC1 (configuration not stated)	0%	·	49	·
Cc1ccc(C)c(NS(=O)(=O)c2ccc(NC(=O)CSc3ccc(Cl)cc3)cc2)c1	-3%	·	-28	·
O=C(CCN1C(=O)C2C3CCC(C3)C2C1=O)OCC(=O)c1cccc([N+](=O)[O-])c1 (configuration not stated)	-4%	·	34	·
COc1ccc(-c2noc(-c3cc(C)cc(C)c3)n2)cc1OC	-1%	16%	-4	4
COc1ccc(N=C2SC(C(=O)Nc3ccc4c(c3)OCO4)CC(=O)N2C)cc1 (configuration not stated)	-7%	2%	-18	3
CN(C(=O)c1cc(-n2cnnc2)ccc1Cl)c1ccccc1	-2%	·	?	·
CC1CN(S(=O)(=O)c2ccc(-c3nc4ccccc4s3)cc2)CC(C)O1 (configuration not stated)	1%	-3%	26	-4
Cc1ccc(SCc2cc(=O)[nH]c(N3CCN(C)CC3)n2)cc1	6%	7%	31	-12
O=C(/C=C/c1ccc2ccccc2c1)c1ccoc1	0%	2%	64	-2
COc1ccc(CCNC(=O)C2CC(=O)N(c3ccc(F)cc3)C2)cc1OC (configuration not stated)	0%	-6%	9	-2
O=C(Nn1c(-c2ccccc2)nc2ccccc2c1=O)C1CCC1	9%	-9%	24	4

Profiles from above. Order of screens: ALOX12 inhib | ALOX15B inhib | PNC inhibitor | IMPase inh
CN(C(=O)c1cc(-n2cnnc2)ccc1Cl)c1ccccc1 is entered as -2% | · | ? | ·
O=C(CCN1C(=O)C2C3CCC(C3)C2C1=O)OCC(=O)c1cccc([N+](=O)[O-])c1 (configuration not stated) is entered as -4% | · | 34 | ·
O=C(/C=C/c1ccc2ccccc2c1)c1ccoc1 is entered as 0% | 2% | 64 | -2
COc1ccc(CCNC(=O)C2CC(=O)N(c3ccc(F)cc3)C2)cc1OC (configuration not stated) is entered as 0% | -6% | 9 | -2

Next section.
SMILES	ALOX12 inhib	ALOX15B inhib	PNC inhibitor	IMPase inh
COc1ccc(NC(=O)NCc2cccn2C)c(OC)c1	-1%	-10%	12	2
Clc1cccc(Cl)c1Cn1cnc2c(NCc3ccco3)ncnc21	-7%	45%[activator]	-10	13
On1c2c(c3c4nonc4ccc31)CCCC2	?	·	?	-2
c1csc(CNCCCN2CCOCC2)c1	-2%	9%	1	4
O=C1c2ccccc2NC(c2ccccc2Cl)N1N=C1CCCCCC1 (configuration not stated)	-3%	·	-5	·
NC(=S)N=Nc1c(O)[nH]c2ccccc12	-4%	·	89	·
N/C(=N/O)c1nc(N2CCCC2)nc(N(c2ccccc2)c2ccccc2)n1	5%	54%[activator]	?	9
CCC(=O)Nc1cc(-c2nn(CC(=O)N3CCCCC3)c(=O)c3ccccc23)ccc1N1CCOCC1	-3%	0%	7	6

Compound activity: PubChem BioAssay, National Center for Advancing Translational Sciences (NCATS)

Not all compounds are listed. The share of hits here may be higher or lower than overall.
